TNF necrop inh – TNF-alpha cell death inhibition in Jurkat FADD-/- cells | Jurkat FADD-/- TNF necroptosis rescue, ATP luminescence, 24 h; 0 = TNF only, 100 = no-TNF cells | activation (protection from cell death), % at 10 µM | hit rate 0.068% among 220,000;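 active = activation, meaning protection from cell death, of at least 50% relative to plate controls; inactive = activation below 50%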;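 also: necroptosis triggered by 40 ng/mL TNF-alpha added together with compound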
Cl transport mod – KCC2 (human) Cl- transport modulation; KCC2 cells, thallium flux FluoZin-2 fluorescence; B-score of Tl+ flux slope (higher = more flux/activation; lower = inhibition) at 10 µM; hit rate 2.2% among 190,000; AID 1456;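 active = thallium flux slope and its plate-corrected score both differing from the plate sample mean at a set confidence after two filtering rounds, in either direction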;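 also: slope of fluorescence scaled to starting intensity during 10 to 20 s after thallium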
EBV gp42 block – blocks Epstein-Barr virus glycoprotein 42 binding; Q1HVG2; hit rate 0.42% among 220,000; AID 1085; inhibition, % (tested at 21.74 µM); Fluorescence polarization binding assay, mP read-out; in the data active = inhibition above about 50%
Target sequence (Q1HVG2 whole entry, looked up): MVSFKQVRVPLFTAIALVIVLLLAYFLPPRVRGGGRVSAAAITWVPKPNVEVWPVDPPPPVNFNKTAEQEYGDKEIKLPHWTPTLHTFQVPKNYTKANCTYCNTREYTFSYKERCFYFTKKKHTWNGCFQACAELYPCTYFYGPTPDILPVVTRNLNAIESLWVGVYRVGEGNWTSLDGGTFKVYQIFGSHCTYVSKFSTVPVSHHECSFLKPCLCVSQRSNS
zVAD death inh – L929 zVAD cell death inhibition; L929 zVAD necroptosis rescue, ATP luminescence, 24 h; with zVAD 60 µM; viability rescue, % at 10 µM; hit rate 0.38% among 220,000; AID 1377;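 active = activation, scaled between plate controls, above about 75%, limit read from the data; inactive = activation under that limit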;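 also: 0% = zVAD with DMSO and 100% = DMSO alone without zVAD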
Mdm2 ligase inh – inhibitors of human Mdm2 E3 ubiquitin ligase. Q00987. cell-based MDM2 ubiquitination luciferase reporter, 2 h; 0 = plate control, 100 = twice control, blank-subtracted. signal enhancement, % at 5 µM. hit rate 0.11% among 210,000. AID 1230;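 active = signal enhancement of 30% or more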;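 also: luminescence tracks abundance of the self-degrading MDM2-luciferase fusion protein; higher signal means inhibition of MDM2 E3 ligase activity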
Target sequence (Q00987 whole entry, looked up, the tested form may be a part): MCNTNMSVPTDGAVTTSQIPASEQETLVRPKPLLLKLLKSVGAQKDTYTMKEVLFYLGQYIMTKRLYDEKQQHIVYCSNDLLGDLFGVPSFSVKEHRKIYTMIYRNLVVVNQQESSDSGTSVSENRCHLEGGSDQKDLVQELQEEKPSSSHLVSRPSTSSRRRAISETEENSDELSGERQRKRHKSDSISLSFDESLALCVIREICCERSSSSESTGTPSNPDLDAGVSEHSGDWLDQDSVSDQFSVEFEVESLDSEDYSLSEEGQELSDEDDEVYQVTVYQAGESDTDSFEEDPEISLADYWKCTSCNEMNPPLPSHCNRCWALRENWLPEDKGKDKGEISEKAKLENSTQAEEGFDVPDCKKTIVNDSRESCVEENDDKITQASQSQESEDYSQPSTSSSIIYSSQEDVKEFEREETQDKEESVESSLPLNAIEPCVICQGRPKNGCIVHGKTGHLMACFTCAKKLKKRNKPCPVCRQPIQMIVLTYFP
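Material: Stable MDM2–luciferase fusion reporter cells | Amount: 2000 cells seeded into each well | Dosing: One concentration, 5 µM, with 0.2% DMSO | Incubation: 4 h cell settling then 2 h compound exposure, 37 °C | Measured by: Luciferase luminescence | Read-out basis: % enhancement relative to plate controls after blank subtraction | Benchmarks: Control and blank well means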
PERK inhibitor – blocks human PERK kinase | CHO PERK-DD fusion, SEAP luminescence translation reporter | inhibition, % at 5.6 µM | hit rate 0.17% among 220,000 | AID 1416;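 active = inhibition above the mean inhibition of all tested compounds plus 3 SD, set separately per screening campaign, cut at about 2.9% in these data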;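 also: PERK kinase domain activated by AP20187 dimerizer at 100 nM; 0% = DMSO with dimerizer and 100% = rapamycin at 8.4 µM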
Rad51 HR inh – Rad51 (human) homologous recombination inhibition; hit rate 0.085% among 200,000; Q06609; inhibition, % at 10 µM; hRad51 DNA strand exchange, fluorescence dequenching;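 active = inhibition above 40% at the single screening dose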;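 also: 0% = DMSO control wells and 100% = blanks with heterologous ssDNA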
Target sequence (Q06609 whole entry, looked up): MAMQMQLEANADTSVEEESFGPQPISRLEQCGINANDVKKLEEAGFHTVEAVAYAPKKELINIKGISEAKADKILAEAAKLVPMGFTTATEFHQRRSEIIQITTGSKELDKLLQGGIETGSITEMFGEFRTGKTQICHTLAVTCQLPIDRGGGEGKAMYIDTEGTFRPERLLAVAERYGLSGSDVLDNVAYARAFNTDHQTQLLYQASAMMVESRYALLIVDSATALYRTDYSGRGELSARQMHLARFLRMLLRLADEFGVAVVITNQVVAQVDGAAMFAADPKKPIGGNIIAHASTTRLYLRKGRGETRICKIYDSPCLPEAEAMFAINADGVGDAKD
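System: human Rad51 nucleoprotein filaments preassembled on unlabelled ssDNA. Reagent: labelled 47-mer dsDNA for strand exchange. Schedule: 30-min compound preincubation and 15-min exchange, both room temperature. Measured by: FRET fluorescence dequenching, excitation 485 nm, emission 520 nm. Read-out: Fluorescence-based percent inhibition, control- and blank-normalised. Benchmarks: plate controls and plate blanks.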
eIF4E-4G inh – inhibitors of eIF4E and eIF4G interaction in translation initiation | P63073+Q04637 | TR-FRET eIF4E-eIF4GI(517-606) binding, 2 h | hit rate 0.37% among 220,000 | inhibition, % at 21.7 µM;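 active = inhibition above about 30%, limit read from the data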;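 also: 0% = full FRET control wells and 100% = background wells lacking eIF4GI fragment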
m-calpain inh – calpain II (pig) inhibition; purified calpain II, fluorogenic peptide substrate, 30 min; inhibition, % at 16 µM; hit rate 0.37% among 220,000;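 active = inhibition above about 50%, limit read from the data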
Starred values were filed as active, the others as inactive; . = not tested or not shown; [ ] = dose if it differs, or a comment. Compounds were not picked by outcome; about 3.6% have a hit in one of these screens.

SMILES | TNF necrop inh | Cl transport mod | EBV gp42 block | zVAD death inh | Mdm2 ligase inh | PERK inhibitor | Rad51 HR inh | eIF4E-4G inh | m-calpain inh
CCOC(=O)N1CCN(S(=O)(=O)c2ccc(C)cc2)C1c1ccccc1 (stereo unspecified) | -4.8 | . | -13 | -0.2 | -12 | 0.3 | -11 | 0 | -27
CCOC(=O)c1c(/N=C/c2ccccc2O)sc2c1CCC2 | 1.2 | -0.0084 | -12 | 2.4 | 3 | 0.5 | -7 | 2 | 17
Cc1ccccc1C(=O)N1CCN(c2ccc(NC(=O)CSc3ccc(Cl)cc3)cc2)CC1 | -2.0 | 0.084 | -27 | 0.2 | -7 | -1.5 | 2 | -25 | -77
O=C(Cc1ccccc1)NC1(O)C(=O)c2ccccc2C1=O | -8.0 | 0.03 | -7 | -0.7 | -8 | 0.1 | 33 | -3 | -10
O=c1[nH]c(N/N=C/c2ccccc2Br)nnc1-c1ccccc1 | 1.1 | -0.3 | -4 | 1.2 | 7 | 0.8 | -3 | 3 | -4
N#CC(C#N)=Cc1cccn1-c1ccc(S(N)(=O)=O)cc1 | -0.6 | 3 | 5 | 0.1 | -10 | -0.8 | . | 1 | 29
COCCCNS(=O)(=O)c1ccccc1 | 0.0 | -0.71 | 9 | -0.1 | -4 | 1.5 | -7 | 0 | -31
COc1cccc(-n2nnnc2S(C)(=O)=O)c1 | -13 | . | -7 | 4.3 | -7 | -0.8 | 8 | 0 | -45
O=C(c1ccccc1)c1cnc(Nc2ccc(Cl)c(Cl)c2)s1 | -0.7 | 2 | 1 | -0.1 | -2 | 1.0 | -8 | -14 | -8
Cc1cc(NC(=O)c2sc(Nc3cccc(C(F)(F)F)c3)nc2N)no1 | 7.5 | -0.07 | -18 | 56 | -12 | -0.4 | 2 | -2 | 1
COc1ccc(Cc2nc(N)nc(N)n2)cc1 | -0.8 | . | -10 | 0.2 | -5 | 0.2 | 7 | -2[fluorescence artefact?] | -26
CC1Cc2ccccc2N1C1=CC(=O)CCC1 (stereo unspecified) | -1.0 | 0.63 | -7 | 2.0 | -3 | 1.0 | -41 | -1 | 4
COc1ccc(-n2nc(C(=O)N3CCN(Cc4ccc5c(c4)OCO5)CC3)c3ccccc3c2=O)cc1 | -4.1 | 0.023 | -16 | -0.7 | -20 | -0.5 | 3 | 1 | -71
Cc1nc(N2CCOCC2)nc(OCCN2CCOCC2)c1[N+](=O)[O-] | 0.1 | 0.66 | -1 | 0.6 | -5 | 0.5 | -8 | -2 | -21
COC(=O)[C@H](C)NC(=O)Nc1cccc(Br)c1 | 0.7 | 0.74 | -10 | 0.0 | -10 | 1.8 | 15 | 1 | 7
COc1ccc(/C=N/Nc2cc(C)nc(NS(=O)(=O)c3ccc(C)cc3)n2)cc1 | 1.4 | 0.13 | -16 | 7.7 | -13 | -0.1 | -4 | 4 | -26
CCOc1cccc(/C(O)=C2/C(=O)C(=O)N(Cc3cccnc3)C2c2ccco2)c1 (stereo unspecified) | -3.3 | . | -8 | -0.2 | -19 | 1.0 | -8 | 0 | 13
CCn1c(COc2ccc(=O)n(-c3ccccc3)n2)nnc1SCc1ccccc1 | -2.2 | -1.2 | -18 | -0.2 | -17 | -0.4 | 2 | -9 | -21
Cc1cccc(CCNC(=O)COc2cc(=O)n(C)c3ccccc23)c1 | -2.3 | -0.29 | 3 | -0.2 | -9 | 1.2 | 12 | 1 | -13
N#CC1=C(S)N(c2ccc(F)cc2)C2(CCCCC2)NC1=O | -1.1 | -0.22 | -3 | 0.9 | -11 | 0.7 | 14 | 1 | 1
CCC(=O)Nc1cccc(-n2nnnc2SCC(=O)c2ccc(C)c(C)c2)c1 | 3.3 | -1.2 | -7 | 2.1 | -9 | 0.3 | 8 | -9 | 34
N#Cc1nc(-c2ccco2)oc1NCc1cccnc1 | 0.0 | . | -23 | -0.5 | -11 | 0.8 | 0 | -2 | -36
C=CCNC(=O)CCCOc1ccc(C)cc1 | -0.1 | 0.53 | 9 | 0.4 | -13 | 0.1 | -11 | -8[fluorescence artefact?] | 26
Cc1nnc(SCC(=O)n2c3c(c4ccccc42)CCCC3)s1 | -0.9 | 0.013 | -7 | 0.1 | 8 | 0.4 | 2 | -5 | -20
COc1ccccc1N1CCN(C(c2cc3cc(C)ccc3[nH]c2=O)c2nnnn2C2CCCC2)CC1 (stereo unspecified) | -2.4 | 0.82 | -8 | 1.0 | 2 | 0.2 | 4 | -4[fluorescence artefact?] | -9
COc1ccc(CN2CC(C(=O)NCCCN3CCCCCC3)CC2=O)cc1 (stereo unspecified) | 0.9 | . | -8 | 1.1 | 5 | -0.2 | 5 | 3 | 16
COc1cc2[nH]c(=S)n(NC(=O)CC(C)C)c(=O)c2cc1OC | 0.2 | -0.17 | -15 | 0.2 | -11 | 1.4 | 4 | 6 | -4
O=S(=O)(NC1=NCCCCC1)c1ccc2sc(NS(=O)(=O)c3ccc4ccccc4c3)nc2c1 | -2.2 | -1 | -4 | 0.6 | . | 1.8 | . | -10 | 4
COc1ccc(NCc2nnc(SCC(=O)Nc3ccc(OC)cc3OC)o2)cc1 | -0.5 | . | 2 | -0.4 | -11 | -0.1 | 0 | 0 | -9
CC1CC(CCC(=O)NC(=S)Nc2ccc(Cl)cn2)C(=O)O1 (stereo unspecified) | -1.2 | -1.2 | 0 | 23 | -3 | -0.3 | -7 | 0 | -16
O=C(CCC1CCCN(C(=O)C2=CCCC2)C1)N1CCN(c2ccccn2)CC1 (stereo unspecified) | 0.0 | -0.8 | -6 | 0.1 | -26 | -0.7 | -1 | -2 | 19
CN(C)S(=O)(=O)c1cccc(NC(=O)c2cc3ccccc3o2)c1 | -0.8 | -0.7 | 7 | 1.1 | -20 | -0.6 | -5 | 1 | -5
Cc1ccc(C(=O)NNC(=O)/C=C\C(=O)O)cc1 | 0.7 | 0.32 | 5 | 0.2 | -12 | 0.0 | -10 | 1 | 8
CCCCCCCCOC(=O)c1nc(Cl)c(Cl)c(N)c1Cl | 0.8 | 0.45 | -9 | 1.1 | -4 | 1.1 | 3 | 4 | 27
CCOc1ccc(CN=C(N)N=C(N)N)cc1Cl | -5.7 | 0.13 | -9 | -0.1 | -8 | 1.6 | 17 | 2 | -40
COc1cc(OC)cc(C(=O)N[C@H](C(=O)OCC(=O)Nc2cccc(F)c2)C(C)C)c1 | 3.1 | -1.8 | -1 | 0.6 | -56 | -0.8 | -29 | 2 | 12
Cc1cc(NC(=O)COC(=O)c2ccc(F)c(S(=O)(=O)N3CCOCC3)c2)no1 | 1.9 | -1 | -6 | 3.1 | -3 | 1.1 | -5 | 4 | -1
c1ccc2c(C3=NNC(=NC4CC4)SC3)c[nH]c2c1 | 1.9 | 1 | -21 | 0.9 | -46 | 0.0 | -4 | -2 | 27
COc1cc(/C=C/C(=O)OCC(=O)NC(=O)NC(C)(C)C)ccc1O | -2.1 | -0.7 | -3 | 75 | . | 1.6 | . | -7 | -31
Nc1ccc2c(c1)Cc1cc([N+](=O)[O-])ccc1-2 | -4.0 | -0.43 | -5 | 8.5 | -13 | 1.2 | -109 | -1 | -16

As entered above:
Result of N#Cc1nc(-c2ccco2)oc1NCc1cccnc1 under m-calpain inh: -36
Result of COc1ccc(NCc2nnc(SCC(=O)Nc3ccc(OC)cc3OC)o2)cc1 under EBV gp42 block: 2
Result of Cc1nnc(SCC(=O)n2c3c(c4ccccc42)CCCC3)s1 under eIF4E-4G inh: -5

Other compounds:
SMILES | TNF necrop inh | Cl transport mod | EBV gp42 block | zVAD death inh | Mdm2 ligase inh | PERK inhibitor | Rad51 HR inh | eIF4E-4G inh | m-calpain inh
CC1CCN(C(=O)CSc2nc3ccccc3c(=O)n2Cc2ccc3c(c2)OCO3)CC1 | -1.8 | 0.59 | -9 | -0.3 | -9 | -0.9 | 6 | -4 | 32
Cn1c(=O)c(=O)n(C)c2cc(S(=O)(=O)NCCOc3ccccc3)ccc21 | 0.0 | -0.42 | -2 | 0.4 | -6 | 0.7 | 1 | 0 | -19
CC1(c2ccccc2)CC(C)(C)N2C(=O)/C(=C3\SC(=S)NC3=O)c3cccc1c32 (stereo unspecified) | -2.1 | 20* | 9 | 0.3 | -10 | -0.1 | -3 | 28 | 32
COc1ccc(OC)c(NC(=O)COC(=O)c2cc3c(s2)CCC3)c1 | 1.3 | -1.2 | 15 | 0.8 | -9 | 0.5 | 7 | 37* | -108
COC(=O)CNC(=O)c1cccc(Cl)c1 | 0.2 | 0.095 | 6 | 2.5 | 2 | 1.4 | 3 | 2 | -15
CCCOCCc1nnc(N)s1 | -0.5 | -0.44 | -7 | -0.6 | . | -0.2 | 3 | 5 | -1
CCc1cc2cc(C)ccc2nc1SCC(=O)Nc1cc(C)on1 | -0.2 | 0.02 | -17 | -0.4 | . | 0.9 | 0 | 6[fluorescence artefact?] | -5
CCCC(=O)Nc1ccc(Cc2ccc(NC(=O)CCC)c(C(=O)O)c2)cc1C(=O)O | -0.4 | 0.17 | 8 | 2.0 | -9 | 0.7 | 8 | -2 | -32
COc1cccc(CNC(=O)CCSCc2ccccc2F)c1 | 0.8 | -2 | -8 | 2.4 | -9 | 0.8 | -4 | -3 | 8
O=C(CCN1CCCCC1)N=Nc1c(O)[nH]c2ccccc12 | 1.3 | -2.4 | -2 | 0.9 | -2 | 0.8 | 2 | 1 | 31
CC(C)CN(C(=O)CSc1nn(-c2ccc(Cl)cc2)c(=S)s1)C1CCS(=O)(=O)C1 (stereo unspecified) | 2.7 | -1 | 4 | -0.4 | 6 | -1.1 | 12 | 7[fluorescence artefact?] | -3
C=CCNC(=O)c1cc(C(=O)C(C)c2ncc(C(F)(F)F)cc2Cl)c[nH]1 (stereo unspecified) | 0.4 | . | -14 | 41 | 14 | 0.7 | 4 | 4 | -34
Cc1[nH]n(-c2ccc(F)cc2)c(=O)c1/C=N/c1sc2c(c1C#N)CCCC2 | -0.7 | . | -32 | 1.0 | -14 | 1.0 | -5 | 4[fluorescence artefact?] | 13
CCC(CO)NCc1ccc(OCC(=O)Nc2cccc(C(F)(F)F)c2)c(OC)c1 (stereo unspecified) | 2.9 | 0.34 | -7 | 1.9 | -6 | -0.4 | 11 | -8 | 12
CCOC(=O)c1nn(-c2ccccc2)c(=O)c2c(NC(C)=O)scc12 | -0.3 | 2.2 | 4 | -0.1 | -55 | 0.7 | -12 | 0 | 13
CCOC(=O)C(CC)/C(C)=N\NC(=O)c1ccccc1O (stereo unspecified) | -3.9 | 0.27 | -15 | 10 | -5 | 0.4 | -11 | -1 | -51
C=CCOc1ccc2c(CC)cc(=O)oc2c1C | 0.4 | -0.18 | -8 | 0.1 | -4 | 0.2 | 4 | 7[fluorescence artefact?] | -78
O=C(CSC1=NCCS1)NC1CCCC1 | 0.6 | 0.82 | -12 | 0.1 | -13 | 0.7 | 2 | 7 | 14
